# Source: PubChem BioAssay (several laboratories)
# MLLE-PAM2 inh – inhibitors of PABP1 MLLE–PAM2 peptide binding, primary screen, biochemical, fluorescence polarization, FITC-PAM2, GST-MLLE; Polyadenylate-binding protein 1 (Homo sapiens), P11940; 360,000 compounds, 0.36% hits; inhibition, % at 20 µM; in the data active means inhibition above about 35%, passing the limit was not always enough;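 further: plate controls were DMSO wells with GST-MLLE for no effect and wells lacking GST-MLLE protein for full effect; some results filed as inactive read as strong as hits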
# MsrA inh – bovine MsrA enzyme inhibitors, primary screen, biochemical, absorbance, HTS; Methionine sulfoxide reductase A (Bos taurus); purified bovine MsrA, absorbance read-out; inhibition, % at 15.5 µM; 360,000 compounds, 0.75% hits; in the data active means inhibition above about 4.5%;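 further: 0% = vehicle wells with enzyme and 100% = reference inhibitor wells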
# Tb MetRS inh – T. brucei MetRS inhibitors, primary screen, biochemical, luminescence; methionyl-tRNA synthetase (Trypanosoma brucei brucei); purified T. brucei MetRS, ATP depletion, Kinase-Glo luminescence; inhibition, % at 11.9 µM; 360,000 compounds, 0.4% hits; AID 624268, 2012;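 active means inhibition above a per-plate cutoff of the control wells' mean inhibition plus 3 SD, cut at about 5.5% in these data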;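 further: 0% = DMSO wells median and 100% = median of wells with control inhibitor compound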
#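 Material – parasite MetRS enzyme · Medium – HEPES-MgCl2-KCl buffer plus DTT, spermine, BSA, pyrophosphatase · Reagent – ATP, methionine and E. coli bulk tRNA substrates · Times – 15 min enzyme-compound preincubation, 2 h reaction, 10 min detection, 25 °C · Measured by – luminescence of leftover ATP · Evaluation – percent inhibition relative to median high and low control wells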
# CSN deneddyl inh – inhibitors of CSN-mediated cullin deneddylation, primary screen, biochemical, fluorescence polarization, uHTS. Purified CSN, SCF-Nedd8-OG deneddylation. 360,000 compounds, 0.38% hits. inhibition, % at 12.5 µM. AID 651999, 2013. COP9 signalosome complex subunit 5 (Homo sapiens), Q92905;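 active means pattern-corrected inhibition above about 35%, with an unprinted fluorescence ratio check between 0.5 and 1.5, limit read from the data, passing the limit was not always enough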;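 further: 0% = enzyme with substrate and 100% = substrate without enzyme; some results filed as inactive read as strong as hits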
#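 Test system: Human Csn5 produced in HEK293T cells | Compound: 12.5 µM single point | Times: 90 min, room temperature | Signal: Fluorescence polarization readout | Read-out basis: % inhibition of substrate cleavage by Csn5 | Controls: no-enzyme wells high, enzyme-with-substrate wells low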
# FAS TE block – FAS thioesterase domain inhibitors, primary screen, biochemical, fluorescence intensity, uHTS | Fatty acid synthase (Homo sapiens), P49327 | recombinant FAS-TE, OMFH fluorogenic substrate, fluorescence endpoint | inhibition, % at 15 µM | 360,000 compounds, 0.67% hits | AID 602261, 2012;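 active means compounds whose normalised, plate-corrected inhibition of enzyme fluorescence in the single-dose primary screen is 50% or more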;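 further: 0% = DMSO with enzyme and 100% = substrate without enzyme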
# E coli Lon inh – inhibitors of E. coli Lon protease, primary screen, biochemical, fluorescence polarization; 360,000 compounds, 0.42% hits; purified E. coli Lon protease; inhibition, % at 7.94 µM; P0A9M0; AID 602123, 2011; in the data active means inhibition above about 13%, passing the limit was not always enough;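 further: 0% = enzyme with probe and DMSO and 100% = no enzyme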
# Neddylation inh – inhibitors of cullin neddylation, primary screen, biochemical, TR-FRET, uHTS, NAE and Ubc12. NEDD8-conjugating enzyme Ubc12 (Homo sapiens) + NEDD8-activating enzyme E1 regulatory …. calls only at 25 µM. 360,000 compounds, 0.58% hits; in the data active means inhibition above about 36%
# Rin1 Abl inh – inhibitors of Rin1-Abl protein binding, primary screen, biochemical, TR-FRET. inhibition, % at 7.35 µM. AID 588664, 2011. Tyrosine-protein kinase ABL1 (Homo sapiens) + Ras and Rab interactor 1 (Homo sapiens), …. 360,000 compounds, 0.4% hits; in the data active means inhibition above about 5%, passing the limit was not always enough
# Target sequence (P00519 whole entry, looked up): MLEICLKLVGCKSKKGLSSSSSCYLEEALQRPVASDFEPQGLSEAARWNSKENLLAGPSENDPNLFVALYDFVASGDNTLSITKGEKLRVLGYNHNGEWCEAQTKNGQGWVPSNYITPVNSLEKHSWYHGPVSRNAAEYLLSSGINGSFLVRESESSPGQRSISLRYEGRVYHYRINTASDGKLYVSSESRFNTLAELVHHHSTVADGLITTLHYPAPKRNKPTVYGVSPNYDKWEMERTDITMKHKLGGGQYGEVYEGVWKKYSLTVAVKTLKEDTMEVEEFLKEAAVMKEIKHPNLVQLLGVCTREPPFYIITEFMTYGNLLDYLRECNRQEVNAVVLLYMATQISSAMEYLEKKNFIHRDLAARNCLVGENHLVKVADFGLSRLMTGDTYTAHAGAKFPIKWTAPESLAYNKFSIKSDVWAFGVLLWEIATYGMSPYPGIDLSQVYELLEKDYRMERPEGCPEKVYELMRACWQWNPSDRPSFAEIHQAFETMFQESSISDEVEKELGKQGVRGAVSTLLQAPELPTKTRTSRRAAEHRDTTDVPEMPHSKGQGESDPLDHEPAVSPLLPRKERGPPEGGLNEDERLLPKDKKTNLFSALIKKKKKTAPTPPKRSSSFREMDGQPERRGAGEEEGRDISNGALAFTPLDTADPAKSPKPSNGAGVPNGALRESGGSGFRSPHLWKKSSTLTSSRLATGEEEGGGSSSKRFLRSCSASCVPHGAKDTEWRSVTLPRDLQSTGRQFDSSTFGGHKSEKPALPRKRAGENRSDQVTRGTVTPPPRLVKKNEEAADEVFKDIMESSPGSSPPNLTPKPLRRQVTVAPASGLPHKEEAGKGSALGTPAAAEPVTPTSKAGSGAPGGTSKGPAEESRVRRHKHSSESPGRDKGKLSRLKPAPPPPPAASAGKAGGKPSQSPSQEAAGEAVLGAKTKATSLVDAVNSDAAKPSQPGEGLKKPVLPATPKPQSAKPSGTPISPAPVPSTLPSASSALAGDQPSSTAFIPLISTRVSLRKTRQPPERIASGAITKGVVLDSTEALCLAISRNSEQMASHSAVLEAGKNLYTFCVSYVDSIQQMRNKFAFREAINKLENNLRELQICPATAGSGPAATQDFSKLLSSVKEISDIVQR
# Target sequence (Q13671 whole entry, looked up): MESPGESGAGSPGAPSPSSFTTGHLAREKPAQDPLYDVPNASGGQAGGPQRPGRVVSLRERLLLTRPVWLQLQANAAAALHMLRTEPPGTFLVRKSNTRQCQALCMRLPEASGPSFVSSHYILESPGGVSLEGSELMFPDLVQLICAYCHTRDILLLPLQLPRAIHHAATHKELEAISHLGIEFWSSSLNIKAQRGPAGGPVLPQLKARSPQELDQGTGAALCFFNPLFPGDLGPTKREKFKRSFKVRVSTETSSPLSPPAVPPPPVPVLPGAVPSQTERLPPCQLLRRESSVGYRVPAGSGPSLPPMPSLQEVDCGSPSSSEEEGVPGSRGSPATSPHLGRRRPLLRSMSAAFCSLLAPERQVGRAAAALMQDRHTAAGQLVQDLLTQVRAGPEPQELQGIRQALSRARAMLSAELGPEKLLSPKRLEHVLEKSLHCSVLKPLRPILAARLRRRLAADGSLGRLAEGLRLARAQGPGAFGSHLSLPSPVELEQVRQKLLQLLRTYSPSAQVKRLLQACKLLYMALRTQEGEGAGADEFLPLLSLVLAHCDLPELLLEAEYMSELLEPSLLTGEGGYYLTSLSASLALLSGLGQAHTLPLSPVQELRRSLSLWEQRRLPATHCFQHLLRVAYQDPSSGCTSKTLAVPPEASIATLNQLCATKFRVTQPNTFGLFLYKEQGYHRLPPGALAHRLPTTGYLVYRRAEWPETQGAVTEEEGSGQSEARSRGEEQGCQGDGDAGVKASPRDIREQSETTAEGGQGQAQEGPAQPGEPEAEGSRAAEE
# MsrA act – bovine MsrA enzyme activators, primary screen, biochemical, absorbance, HTS; 360,000 compounds, 0.3% hits; AID 602163, 2012; purified bovine MsrA, absorbance read-out; Methionine sulfoxide reductase A (Bos taurus); activation, % at 10.6 µM; in the data active means activation above about 7.5%;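 further: 0% = vehicle and 100% = reference activator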
# An asterisk follows results filed as active; i = inactive; . = no result given; + = active, no number.
SMILES,MLLE-PAM2 inh,MsrA inh,Tb MetRS inh,CSN deneddyl inh,FAS TE block,E coli Lon inh,Neddylation inh,Rin1 Abl inh,MsrA act
COc1ccc(-c2csc(NC(=O)CN3C(=O)C4CC=CCC4C3=O)n2)cc1OC (stereo not drawn),-0.6,1.8,-0.3,0.2,-4.3,5.4,i,-0.8,-3.1
CCOc1ccc(NC(=O)CN(C)C(=O)c2c(-c3ccccc3)noc2C)cc1OCC,-1.6,0.6,-0.4,-0.4,-3.5,2.0,i,0.6,-4.6
Cc1oncc1C(=O)NC(C)C,-4.8,0.5,-0.1,0.9,-2.8,-4.8,i,2.1,-3.0
O=C(Nc1cccc(F)c1)C1CCN(C(=O)c2ccc(Br)cc2)CC1,1.9,-1.2,0.1,-1.6,10.2,-1.1,i,-3.8,-0.1
COc1cc(Cc2cc(OC)c(O)c(OC)c2)cc(OC)c1O,-14.0,-1.0,-0.2,1.7,-7.4,-3.9,i,0.3,-3.4
O=C(NCc1ccc2c(c1)OCO2)C1CCC(CNS(=O)(=O)c2ccc(Cl)cc2)CC1 (stereo not drawn),13.8,0.8,-1.4,-3.1,-5.5,-6.1,i,2.7,-7.9
CC(C)N(c1ccccc1)c1ccc(NC(=O)CCl)cc1,2.2,-0.6,-0.2,0.4,9.9,10.8,i,-1.0,0.3
CCOC(=O)C1CCN(C(=O)c2ccc(OC3CCN(C(=O)CCOC)CC3)cc2)CC1,0.1,-0.7,-0.5,5.5,-3.9,-0.1,i,0.1,-5.8
COc1ccc(/C=C2/CC/C(=C\c3ccc(OC)c(OC)c3OC)C2=O)c(OC)c1OC,-20.9,0.0,-1.5,-0.3,4.2,-24.7,i,1.9,-6.0
CCC(CC)c1nc(NCCC(=O)O)c2ccccc2n1,9.5,0.8,-0.3,1.8,-4.2,-13.6,i,-2.8,-1.3
CC(=O)Nc1sc(N)nc1-c1ccccc1,5.2,0.2,0.2,3.5,-6.8,-9.1,i,2.4,-2.9
Cc1ccc(NC(=O)c2cc(N3C(=O)C4CC=CCC4C3=O)ccc2N2CCOCC2)cc1Cl (stereo not drawn),-1.6,.,-2.1,-0.1,21.5,-12.3,i,-1.1,-10.7
CC(CNS(=O)(=O)c1cc(Cl)ccc1Cl)CN(C)C (stereo not drawn),6.3,-1.1,0.0,4.2,1.4,5.5,i,3.7,1.6
CCCc1nnc(NC(=O)c2cc3ccccc3oc2=O)s1,-6.1,0.4,-0.1,-3.1,-10.3,6.8,i,-1.3,0.0
CCN1CCN(CC(=O)N2N=CCC2c2ccccc2)CC1 (stereo not drawn),-4.1,-1.1,-0.7,0.2,-10.0,-2.7,i,-3.3,-4.3
C=CC[C@H](CC(=O)OC(C)(C)C)C(=O)OC[C@H]1CCCN1C(=O)[C@H](CC=C)CC(=O)NCCO,1.7,-1.0,-0.3,-0.8,-14.2,7.5,i,2.1,-1.8
COc1ccc(-c2ccc(SCC(=O)Nc3cc(C)on3)nn2)cc1OC,-2.2,1.0,-1.1,1.4,-5.9,-5.8,i,-2.6,-3.4
CCOc1ccc(N2C(=O)CC(N3CC(C)OC(C)C3)C2=O)cc1 (stereo not drawn),-9.7,-0.9,-1.6,-1.3,-2.5,-7.3,i,-0.5,-1.9
CCOc1ccccc1NC(=O)NC1CCCc2ccccc21 (stereo not drawn),-5.9,-0.3,-0.6,-0.5,10.0,2.3,i,2.7,-4.2
O=C1NC(c2cccc(Br)c2)=N/C1=C\c1ccco1,-24.5,1.3,0.0,30.2,1.6,-20.6,i,-0.8,-3.2
CCN1CCN(CCNC(=O)c2ccc(/C=C3/Sc4ccccc4N(Cc4cccc(Cl)c4)C3=O)cc2)CC1,-2.6,-0.3,-0.6,5.1,18.4,-3.1,i,-0.5,1.8
CCCCOC(=O)c1ccc(NC(=O)C(=O)NCc2ccco2)cc1,8.2,0.8,-1.1,1.8,-0.8,3.5,i,-2.7,-12.7
Brc1ccc(CNc2ccc3ncccc3c2)cc1,2.5,0.2,0.0,1.9,15.9,-6.0,+,-2.0,-2.7
COc1ccccc1/C=N/NC(=O)CNC(=O)c1ccccc1,-1.7,1.0,-1.4,0.7,-2.7,4.9,i,-1.1,-8.8
O=C(O)COc1ccc(NC(=O)c2ccc3c(c2)C(=O)N(Cc2ccccc2)C3=O)cc1,3.7,-0.6,-0.4,4.3,-18.0,-2.0,i,-0.1,-2.4

# Following part
SMILES,MLLE-PAM2 inh,MsrA inh,Tb MetRS inh,CSN deneddyl inh,FAS TE block,E coli Lon inh,Neddylation inh,Rin1 Abl inh,MsrA act
COc1ccccc1CN1CC(C(=O)NCCn2nc(C)cc2C)CCC1=O (stereo not drawn),-5.6,0.2,-0.3,4.3,-4.3,-7.5,i,-0.7,-1.4
Cc1ccc(Cn2c(=N)c(C(=O)NCc3ccco3)cc3c(=O)n4ccccc4nc32)cc1,-30.9,0.9,-0.4,10.8,20.3,-11.9,+,-4.7,-1.5
O=C(CNC1CCCCC1)Nc1ccc([N+](=O)[O-])cc1C(=O)Nc1ccccc1F,-24.8,2.9,-0.3,1.8,29.7,5.4,i,-1.5,-2.5
CC(/C=C/c1ccccc1)=N/NC(=O)CCC(=O)Nc1ccccc1C,4.1,-0.8,0.1,-11.1,-3.3,-9.6,i,3.5,-3.4
O=C(CSc1nnc(CNC(=O)c2cccs2)o1)Nc1cccc(F)c1,20.8,-0.5,0.3,4.8,-5.8,-4.9,i,0.9,-1.0
Cc1ccc(SCC(=O)Nc2ccc(C(=O)Nc3ccc(O)cc3)cc2)cc1,8.2,2.7,0.5,-14.5,-9.2,-2.5,i,1.1,-2.5
CC1=C(C(=O)N(C(C)C)C(C)C)CC(CC(=O)NC2CCCCC2)C(=O)N1CCC1=CCCCC1 (stereo not drawn),5.0,-0.2,-0.9,-1.0,-1.3,0.1,i,1.8,-0.3
O=C(NC(=S)Nc1ccccc1N1CCCC1)c1ccc(-c2cccc([N+](=O)[O-])c2)o1,24.3,4.1,-0.2,-2.4,21.6,3.6,i,-2.8,-3.6
O=C(Nc1ccc(-c2cc3ccccc3oc2=O)c(Cl)c1)c1cccnc1,-10.8,1.2,0.0,38.2*,3.3,0.6,.,0.6,0.1
Cc1ccc(Sc2cc(NCCCO)c([N+](=O)[O-])c3nonc23)cc1,22.8,-1.1,0.8,-3.6,26.4,-2.1,i,-1.8,-2.3
COc1ccc(/C=N/NC(=O)c2cc(=O)[nH]c3ccccc23)cc1OC,-4.5,4.7*,-0.9,-12.9,0.6,2.1,i,-2.8,-16.8
COc1ccccc1CNC(=O)COC(=O)C1CCN(S(=O)(=O)c2ccc(C)c(C)c2)CC1,8.5,-0.2,-0.5,2.7,12.4,-3.7,i,-0.6,-5.7
O=CN1CCN(C(=S)NC(=O)c2ccc(Cl)cc2)CC1,0.1,0.6,-0.4,-0.1,-2.2,0.2,i,-0.9,-2.2
CCN(C[C@H]1N[C@@](CC)(C(=O)OC)[C@H]2C(=O)N(C)C(=O)[C@@H]12)S(=O)(=O)c1ccc(C)cc1,-3.8,0.7,-1.3,0.9,-4.5,-14.2,i,2.5,-8.5
CC(=O)N1CCc2cc(S(=O)(=O)NCCC(=O)N3CCN(Cc4ccccc4)CC3)ccc21,8.4,1.3,-1.0,-6.1,-10.1,-7.6,i,4.5,-8.3
NC(N)=N/N=C/c1ccc2cccc(OCc3ccccc3)c2n1,-22.2,-0.5,-0.3,-7.1,-11.0,-0.9,+,-6.1,-2.4
Cc1cc(C(=O)NCc2ccco2)cs1,0.5,0.4,-0.2,0.0,-8.0,-9.7,i,-2.2,-1.7
CCCCCCCCC(=O)NC(NC(=S)N1CCOCC1)C(Cl)(Cl)Cl (stereo not drawn),-65.7,0.8,-0.2,0.9,25.2,7.7,i,2.2,-0.7
O=C(NNC(=O)C12CC3CC(CC(Cl)(C3)C1)C2)c1csc(N2CCOCC2)n1,5.7,1.4,-0.4,-5.1,-1.0,-2.8,i,-1.9,-1.5
CCO[C@H]1OC(C(=O)NC2CC2)=C[C@@H](C2CCCCC2)[C@@H]1CCCO,5.8,-0.7,0.1,-4.3,-1.1,-6.9,i,1.4,-0.4
O=C(CCn1cccn1)Nc1ccc(-c2ccno2)cc1,-14.5,0.1,-0.2,-2.5,-5.9,-2.5,i,-0.5,-3.9
O=C(CN1CCN(C(=O)CNC(=O)c2ccc(N3CCCC3=O)cc2)CC1)Nc1ccccc1Cl,-0.9,0.3,-0.5,0.1,-13.0,-24.1,i,-1.6,-9.0
CC1=C(C(=O)N(C)C)C(c2ccc(N3CCOCC3)cc2)NC(=O)N1 (stereo not drawn),-13.9,-0.3,-0.9,0.0,-10.6,-5.9,i,-1.7,-7.5
O=c1[nH]c(C2CCCN(S(=O)(=O)c3ccccc3Cl)C2)nc2c1nnn2Cc1ccc2c(c1)OCCO2 (stereo not drawn),4.0,0.7,-0.3,3.4,31.6,4.1,i,0.5,-3.3
O=C(NCCc1ccncc1)c1ccc2nc(Cc3cccc(Cl)c3)oc2c1,-1.2,1.8,0.3,2.8,-5.0,-10.8,i,0.7,3.9
Cc1ccc(C(C(=O)NC2CCCCC2)N(Cc2ccco2)C(=O)Cn2cnc3ccccc32)cc1 (stereo not drawn),-3.0,1.2,-1.7,-3.0,6.5,-7.6,i,5.9,-11.4
CC(OC(=O)c1ccc(F)c(S(=O)(=O)N2CCOCC2)c1)C(=O)NC1CCCC1 (stereo not drawn),-7.4,0.0,0.4,-1.3,-5.4,-2.2,i,0.8,1.4
COc1ccccc1N1CCN(C(=O)Cn2c(=O)oc3cc(S(=O)(=O)N4CCCC4)ccc32)CC1,-7.6,-0.1,-0.2,2.3,-1.5,7.5,i,-1.3,-0.3
O=C(Cc1ccc(Cl)cc1)NCCc1c[nH]c2ccccc12,-5.0,-1.0,0.3,-0.1,0.7,-3.8,i,2.9,1.0

# An excerpt of these results, with each value named.
CC(=O)N1CCc2cc(S(=O)(=O)NCCC(=O)N3CCN(Cc4ccccc4)CC3)ccc21
  MLLE-PAM2 inh = 8.4; MsrA inh = 1.3; Tb MetRS inh = -1.0; CSN deneddyl inh = -6.1; FAS TE block = -10.1; E coli Lon inh = -7.6; Neddylation inh = i; Rin1 Abl inh = 4.5; MsrA act = -8.3
CC1=C(C(=O)N(C)C)C(c2ccc(N3CCOCC3)cc2)NC(=O)N1 (stereo not drawn)
  MLLE-PAM2 inh = -13.9; MsrA inh = -0.3; Tb MetRS inh = -0.9; CSN deneddyl inh = 0.0; FAS TE block = -10.6; E coli Lon inh = -5.9; Neddylation inh = i; Rin1 Abl inh = -1.7; MsrA act = -7.5
CCO[C@H]1OC(C(=O)NC2CC2)=C[C@@H](C2CCCCC2)[C@@H]1CCCO
  MLLE-PAM2 inh = 5.8; MsrA inh = -0.7; Tb MetRS inh = 0.1; CSN deneddyl inh = -4.3; FAS TE block = -1.1; E coli Lon inh = -6.9; Neddylation inh = i; Rin1 Abl inh = 1.4; MsrA act = -0.4
